AmpC no deterg: inhibitors of E. coli AmpC beta-lactamase without detergent; AID 485341; hit rate 0.52% among 330,000; AmpC nitrocefin hydrolysis, absorbance 480 nm, 0.0001% Triton; Potency, µM (titrated, usually from 57.1 µM), inactives show top-dose activity change, negative = inhibition, usual class: inhibitors; P00811;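 further: potency means the concentration at half of the fitted maximal effect; plate controls were no compound for no effect and no enzyme for full effect; nearly all actives have a fitted effect of over 20% in size; some results filed as inactive show a strong effect at the top dose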
Target sequence (P00811 whole entry, looked up): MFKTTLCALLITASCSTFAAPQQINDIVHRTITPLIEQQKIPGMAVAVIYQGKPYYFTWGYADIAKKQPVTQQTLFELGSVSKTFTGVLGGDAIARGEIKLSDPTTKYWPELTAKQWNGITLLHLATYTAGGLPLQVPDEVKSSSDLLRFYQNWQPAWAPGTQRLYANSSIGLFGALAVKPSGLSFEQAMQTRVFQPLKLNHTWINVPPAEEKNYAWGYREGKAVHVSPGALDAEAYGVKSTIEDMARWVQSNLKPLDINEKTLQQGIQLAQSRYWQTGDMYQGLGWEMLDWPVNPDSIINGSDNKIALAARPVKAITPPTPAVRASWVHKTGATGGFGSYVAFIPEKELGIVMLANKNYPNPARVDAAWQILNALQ
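20 mM phosphate pH 7.0 + 0.01% (detergent screen) or 0.0001% Triton X-100; 5.3 nM AmpC reagent; cpd preinc 15 min RT; nitrocefin (800 uM stock) to start; A480 q20 s × 4 min; Activity was normalised to no-enzyme and no-compound control wells.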
Giardia FBPA inh: Giardia lamblia aldolase inhibition; A8B2U2; purified Giardia FBPA; Potency, µM (highest dose often 59.6 µM), inactives show at the highest dose activity, negative = inhibition, hits mostly inhibitors; hit rate 0.71% among 290,000; further: potency means the concentration at half of the fitted maximal effect; nearly all actives have a fitted effect of over 55% in size
Target sequence (A8B2U2 whole entry, looked up): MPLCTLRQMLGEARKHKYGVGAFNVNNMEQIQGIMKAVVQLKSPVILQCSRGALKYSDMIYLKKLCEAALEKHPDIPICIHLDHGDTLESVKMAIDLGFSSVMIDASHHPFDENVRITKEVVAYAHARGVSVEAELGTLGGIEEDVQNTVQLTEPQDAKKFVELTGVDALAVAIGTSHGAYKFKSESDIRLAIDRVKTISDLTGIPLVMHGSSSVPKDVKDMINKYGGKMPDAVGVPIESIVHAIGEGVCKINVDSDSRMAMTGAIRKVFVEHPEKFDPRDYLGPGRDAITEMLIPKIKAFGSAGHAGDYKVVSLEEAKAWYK
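Giardia FBPA (40 nM reagent) was preincubated 10 min at RT with compound (up to 57.5 uM final), then substrate plus GAPDH/TPI/NAD/arsenate coupling system with diaphorase/resazurin was added; resorufin fluorescence (525/598 nm) was read after 20 min.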
AmpC inh detg: inhibitors of E. coli AmpC beta-lactamase with detergent. Potency, µM (highest dose often 114 µM), inactives show at the highest dose activity change, negative = inhibition, most hits filed as inhibitors. AID 485294. hit rate 0.041% among 370,000. AmpC hydrolysis of nitrocefin, absorbance 480 nm, 0.01% Triton. P00811;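 further: potency means the concentration at half of the fitted maximal effect; 0% = no-compound wells and -100% = no-enzyme wells; nearly all actives have a fitted effect of over 25% in size; some results filed as inactive show a strong effect at the top dose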
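20 mM phosphate pH 7.0 + 0.01% (detergent screen) or 0.0001% Triton X-100; 5.3 nM AmpC reagent; cpd preinc 15 min RT; nitrocefin (800 uM stock) to start; A480 q20 s × 4 min; Activity was normalised to no-enzyme and no-compound control wells.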
Sm TGR inh: S. mansoni TGR enzyme inhibition; Potency, µM (doses to about 114 µM), inactives show at the top dose activity change, negative = inhibition, most hits filed as inhibitors; hit rate 3% among 360,000; purified TGR, DTNB reduction, TNB absorbance 405 nm; Q962Y6; further: potency means the concentration at half of the fitted maximal effect; nearly all actives have a fitted effect of over 60% in size
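TGR 20 nM + NADPH 100 uM (dispensed conc.), cpd preinc 15 min RT; start with NADPH (500 uM addition) then DTNB (15 mM addition). Kinetic TNB absorbance, 405 nm filter. Four-parameter Hill fit across titration.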
HCV inh: blocks hepatitis C virus | hit rate 3.4% among 340,000 | Potency, µM (top dose mostly 41.8 µM), without a hit: at the highest dose activity change, negative = inhibition, actives largely listed as inhibitors | AID 651820 | Huh7.5.1 HCVcc-Cre infection, luciferase reporter, 44 h; further: potency means the concentration at half of the fitted maximal effect
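Cells seeded at 1,000/well and cultured 4 h, then compounds added followed by HCVcc-Cre virus (~0.5 moi). After 44 h further culture, luciferase substrate was added, plates held 15 min at room temperature, and luminescence read for 15 sec.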
HCMV antiviral: inhibitors of human cytomegalovirus; HFF cells, HCMV-luciferase reporter, 72 h; hits give low values; activity change, negative = inhibition, % at 57.5 µM; hit rate 4.5% among 410,000; AID 1259415; in the data active means activity change below about -60%; inconclusive means no clear call, values can overlap the other calls; inactive means above about -39%
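After 16 h attachment at 37C, HFF cells received test compound and HCMV-luciferase (1 PFU/cell); reporter luminescence read 72 h later, data normalized against buffer-only and known inhibitor Salinomycin.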
Active calls of the source: *; ? = inconclusive; / = not tested or not shown; & = joins results of further samples; [ ] = remark or other dose. Unless noted, the call rests on the fitted dose curve; in most records, active means well fitted curve in the direction sought with a large enough effect; inconclusive means small, poorly fitted or top-dose-only effect, or another doubt; inactive means no such curve, though single readings can be large; an effect the other way counts as inactive or inconclusive. Unless noted, on the % scale 0 is the no-effect control and ±100 the full control effect.

| Molecule | AmpC no deterg | Giardia FBPA inh | AmpC inh detg | Sm TGR inh | HCV inh | HCMV antiviral |
| --- | --- | --- | --- | --- | --- | --- |
| S=c1[nH]nc(-c2cc3c(s2)-c2ccccc2CC3)o1 | ? | 15% | -5% | -1% | 9% | 166 |
| O=C(NC1CCCCCC1)C1CCCN(S(=O)(=O)c2cnc[nH]2)C1 (stereo not drawn) | -4% | 4% | ? | 0% | 6% | 12 |
| O=C(Nc1nnc(-c2ccccc2SCc2ccccc2)s1)Nc1ccccc1F | -56% | 10% | 1% | 10% | 20% | / |
| CC12CC(NC(=O)N1c1cccc(C(=O)NCc3ccccn3)c1)c1ccccc1O2 (stereo not drawn) | 14% | / | -23% | 1% | 15% | -27 |
| CCc1ccc(NC(=O)CSc2ncc(S(=O)(=O)c3cc(C)ccc3C)c(=O)[nH]2)cc1 | / | / | 20% | -11% | / | -1 |
| CC1=NN(C(=O)c2ccccc2F)C(O)(c2ccc(Cl)cc2)C1 (stereo not drawn) | -16% | -14% | -5% | 4% | -5% | 4 |
| COC(=O)c1ccc(NS(=O)(=O)c2ccccc2)o1 | -28% | -24% | 2% | ? | 8% | -12 |
| COc1ccc(CCNC(=O)Cc2ccc(OC)c(OC)c2)cc1OC | 2% | 8% | -1% | -6% | 24% | 0 |
| CC(=O)C1=C(C)OC(N)=C(C#N)C1c1cccc([N+](=O)[O-])c1 (stereo not drawn) | -36% | ? | -10% | 14µM* | 9% | ? |
| O=C(c1cc2ccccc2c(=O)o1)N1CCc2ccccc2C1 | -17% | 0% | -5% | -28% | 8% | 5 |
| CCCNC(=O)Nc1ccc(C(F)(F)F)cc1 | -22% | -8% | 5% | 4% | ? | -34 |
| O=C(COC(=O)c1cc(S(=O)(=O)N2CCOCC2)ccc1F)Nc1cc([N+](=O)[O-])ccc1F | -33% | / | / | / | 27% | 14 |
| CC1CCN(CCCCOc2ccccc2Br)CC1 | -3% | ? | -1% | -3% | ? | ? |
| CC(C)(C)c1ccc(C(=O)Nc2ccc3c(c2)C(=O)NC3=O)cc1 | -21% | -8% | -13% | -24% | -2% | 30 |
| Cc1ccc(-c2cc(-c3ccccc3)nc(Cl)n2)cc1 | -19% | -1% | 0% | 11% | ? | 7 |
| Cc1ccnc(NC(=O)c2cccc3ccccc23)c1 | -11% | / | 4% | 1% | -6% | -2 |
| CCC(=O)OC1(C(=O)CCl)[C@@H](C)C[C@H]2[C@@H]3CCC4=CC(=O)C=C[C@]4(C)[C@@]3(F)[C@@H](O)C[C@@]21C (stereo partly drawn) | 3% | / | 1% | -13% | 30%[activator] | 92 |
| CS(=O)(=O)N(CC(=O)Nc1ccccc1Br)Cc1ccccc1 | 4% | 15% | -14% | -9% | 27% | -20 |
| O=C(NCc1ccco1)Nc1ccc2snnc2c1 | -31% | 1% | ? | -1% | -9% | -8 |
| Nc1ccc(C(=O)O)cc1S(=O)(=O)O | -1% | 0% | 7% | 15% | 29% | 2 |
| CN(c1ccccc1)c1nc(N2CCCC2)nc(-n2ccnc2)n1 | 13% | 11% | -1% | 3% | ? | -20 |
| COc1ccccc1NC(=O)c1cc2c(=O)oc3ccc(C)cc3c2s1 | / | / | -1% | 0% | / | -26 |
| O=C1C[C@@H]2c3c(cccc3CN1Cc1ccc(F)cc1)C[C@@H](O)[C@H]2O | 17% | / | -6% | -24% | 10% | 4 |
| COc1ccc(OC)c(/C=C/c2c([N+](=O)[O-])c(=O)n(C)c(=O)n2C)c1 | -9% | 4% | 0% | -7% | -7% | -5 |
| Fc1ccc(Cn2c(-c3cccc(Br)c3)nc3ccccc32)cc1 | / | / | 0% | 1% | / | -21 |
| O=C(O)C(Cc1c[nH]c2ccccc12)N1C(=O)C2C3c4ccccc4C(c4ccccc43)[C@@H]2C1=O (stereo partly drawn) | -30% | -1% | -2% | -2% | 1% | ? |
| COc1ccc(Nc2ccc(Cl)cc2)c(C(=O)O)c1 | -9% | 9% | 0% | -6% | 20% | 6 |
| CCOC(=O)c1cnc(SCc2ccc(C(C)(C)C)cc2)nc1N | -18% | 0% | 8% | -7% | ? | -27 |
| CCOc1cc(NC(=O)c2ccccn2)c(OCC)cc1NC(=O)c1cccc(C)c1 | -6% | 1% | 8% | 4% | ? | ? |
| Cc1cccc(C)c1OCc1nnc(SCC(=O)NCCc2ccccc2)o1 | 0% | 1% | -4% | -21% | -9%&1% | 7 |
| O=C(C1CCCN1S(=O)(=O)c1cccc2nsnc12)N1CCCCCC1 (stereo not drawn) | -5% | 5% | 1% | -5% | 7% | -22 |
| O=C(NCc1n[nH]c(=S)n1-c1cccc(Cl)c1)c1ccc(S(=O)(=O)N2CCCC2)cc1 | -20% | 1% | 5% | 28% | 15% | -12 |
| Cc1cccc(CCNC(=O)CCS(=O)(=O)c2ccc(Br)cc2)c1 | -14% | -3% | 3% | 2% | 11% | 38 |
| OC1(c2ccc(F)cc2)CCN(Cc2nnnn2Cc2cccs2)CC1 | 39% | 15% | -2% | 17% | 10% | 14 |
| Cc1cc(F)ccc1S(=O)(=O)NCC1CC2CCC1C2 (stereo not drawn) | -10% | 1% | 5% | 10% | -15% | 17 |
| O=C(CCc1ccccc1)Nc1cc2c3c(c1)CC(=O)N3CCC2 | -12% | / | ? | -13% | 8% | -23 |
| CCN(CC(=O)NCc1ccc(Cl)cc1)C(=O)CN1C(=O)NC(C)(c2ccccc2)C1=O (stereo not drawn) | 115%[activator] | / | -13% | -2% | 12% | 108 |
| CS(=O)(=O)Nc1ccc(C2=NN(S(C)(=O)=O)C(c3ccccc3)C2)cc1 (stereo not drawn) | -21% | 0% | ? | -2% | 12% | 119 |
| COC(=O)c1ccc2c(c1)C(=O)/C(=C/c1ccc(O)cc1)O2 | ? | 18% | -13% | -1% | ? | 69 |
| CCOc1ccc(Oc2ccc(NS(=O)(=O)c3cc(C(=O)O)ccc3Cl)cc2)cc1 | -25% | / | ? | 4% | -3% | ? |
| c1ccc2c(c1)nc1n2CCN1CCNC1CCCCC1 | 5% | ? | -24% | -1% | 9% | -2 |
| O=C(OCC(=O)c1ccco1)c1ccc2ncsc2c1 | -20% | 10% | ? | 3% | 2% | 50 |
| O=C(CCC(=O)Nc1ccccc1)NCCO | -17% | 2% | -8% | -4% | 13% | 2 |
| Cc1onc(-c2c(F)cccc2Cl)c1C(=O)Nc1sc2c(c1C(N)=O)CCC2 | 1% | -8% | ? | 2% | ? | -74* |
| Cc1nc(Nc2ccc(Cl)cc2Cl)sc1C(=O)Nc1ccccc1 | -19% | -11% | -10% | 1% | 10µM* | -14 |
| COc1ccc2[nH]c3c(=O)n(CCCCC(=O)NCCC(C)C)c(=S)[nH]c3c2c1 | -26% | 4% | -16% | -7% | -11% | -4 |
| Cc1oc2ncn(C)c(=O)c2c1C(=O)N1CCN(c2ccccc2)CC1 | / | / | 3% | 1% | / | 0 |
| CCOC(=O)c1cnc(NCc2ccc(Cl)cc2)c2ccccc12 | / | / | 7% | 1% | / | 35 |
| O=C(CC1OC(=O)c2ccccc21)NC1CCCCC1 (stereo not drawn) | -9% | 9% | ? | -20% | 17% | -12 |
| C=CCOc1ccc2c(OC)c3ccoc3nc2c1OC | -2% | 2% | -2% | 35% | ? | 66 |
| COC(=O)c1ccc(N=NNc2ccccc2)cc1 | -38% | -20% | -14% | -19% | -5% | 72 |
| COc1ccc(C(C(=O)NC2CCCC2)N(C(=O)Cc2cccs2)C2CC2)cc1OC (stereo not drawn) | -9% | 1% | 2% | -4% | 18% | -4 |
| CCCn1nc(Oc2nc(N(C)C)nc(N(C)C)n2)ccc1=O | 65%[activator] | -1% | 1% | 4%[57.1 µM] | 5% | 30 |
| COc1ccc(-n2nc(C(=O)NCC(=O)N3CCOCC3)c3ccccc3c2=O)cc1OC | -5% | -2% | -7% | 2% | -9% | 4 |
| CCOC(=O)N1CCC(NC(=O)C2CCN(S(=O)(=O)c3cnc[nH]3)CC2)CC1 | -15% | 5% | 2% | 0% | -14% | -11 |
| CCC(Sc1nc2nccnc2c(=O)n1Cc1ccc(Cl)cc1)C(=O)NC1CCCCC1 (stereo not drawn) | / | / | 16% | 6% | / | -20 |
| C=CCc1ccccc1OCC(O)Cn1ccnc1C (stereo not drawn) | 10% | 1% | -10% | -19% | ? | -36 |
| Cc1cccc(C(=O)NNC2=CC(=O)CC(C)(C)C2)c1O | 31% | -13% | -1% | -15% | 31%[activator] | 21 |
| CCCCn1c(N)c(N(CC(C)C)C(=O)c2cccc(S(=O)(=O)N3CCN(C(C)=O)CC3)c2)c(=O)[nH]c1=O | -13% | / | ? | -5% | -6% | -19 |
| CCn1nc(C)c(CN2CCC(n3nccc3NC(=O)CCCc3ccccc3)CC2)c1C | 65%[activator] | / | 1% | -10% | / | -33 |

New compounds follow.
| Molecule | AmpC no deterg | Giardia FBPA inh | AmpC inh detg | Sm TGR inh | HCV inh | HCMV antiviral |
| --- | --- | --- | --- | --- | --- | --- |
| CCOC(=O)c1c(NC(=S)Nc2ccccc2)sc2c1CCN(CCc1ccccc1)C2 | -22% | -12% | 4% | -22% | / | / |
| COc1ccc(S(=O)(=O)NC(C)C)cc1C(=O)N1CCOCC1 | -1% | -2% | 2% | -1% | 0% | 28 |
| COc1cccc(-c2cc(C(=O)Nc3ccn(Cc4ccc(C)cc4)n3)no2)c1 | -52% | 0% | 3%&14% | -33%&7% | ? | ? |
| Cc1c(C(=O)Nc2nc3ccccc3[nH]2)cccc1[N+](=O)[O-] | -34% | -16% | 2% | -15% | -8% | 184 |
| Cc1ccc(C(=O)CN2C(=O)C(C)Oc3ccccc32)cc1 (stereo not drawn) | -3% | 2% | 3% | / | ? | 42 |
| O=C(COC(=O)c1cc2ccccc2o1)c1ccccc1 | -38% | 0% | ? | -1% | 10% | -15 |
| CCOC(=O)c1cnc2ccc(C)cn2c1=O | -16% | ? | 2% | -21% | 7% | -32 |
| NC(=O)c1cc(N)ccc1N1CCCC1 | -5% | -29% | -16% | -33% | 28% | 44 |
| Cc1nn(-c2ccccc2)c(Cl)c1/C=N/Nc1ccc(S(=O)(=O)Nc2ccccc2C(=O)O)cc1[N+](=O)[O-] | 31% | 16% | ? | -2% | 3% | 15 |
| O=C(Cn1nnc(N2CCCC2)n1)N/N=C/c1ccc(Cl)cc1 | -25% | -1% | -13% | 0% | 16% | 2 |
| O=C(Nc1cccc(NC(=O)c2cccs2)c1)c1ccc([N+](=O)[O-])o1 | -43% | -13% | -1% | ? | 10µM* | -92* |
| Cc1cc(C)[n+](-c2ccc(F)cc2)c2[nH]c(=O)[nH]c(=O)c12 | -5% | 6% | ? | -5% | 5% | -24 |
| Cc1ccc(-n2nc(C)c3onc(C)c3c2=O)cc1 | -4% | 2% | 3% | -4% | 9% | 4 |
| COc1ccc(Br)cc1CNC(=O)CCC(=O)N1CCSc2ccccc21 | 10% | 5% | -14%&2% | 0%&0% | -30% | -4&-17 |

From PubChem
